# PP1 counter: counter-screen for PP5 inhibitors: inhibitors of human PP1-alpha | P62136 | 320,000 tested, 0.9% active | purified PP1alpha, OMFP fluorescence | inhibition, % at 6.7 µM | AID 2235;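 active means inhibition above the mean inhibition of all tested compounds plus 3 SD, computed separately for each screening campaign, cut at about 15% in these data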
# Target sequence (P62136 whole entry, looked up): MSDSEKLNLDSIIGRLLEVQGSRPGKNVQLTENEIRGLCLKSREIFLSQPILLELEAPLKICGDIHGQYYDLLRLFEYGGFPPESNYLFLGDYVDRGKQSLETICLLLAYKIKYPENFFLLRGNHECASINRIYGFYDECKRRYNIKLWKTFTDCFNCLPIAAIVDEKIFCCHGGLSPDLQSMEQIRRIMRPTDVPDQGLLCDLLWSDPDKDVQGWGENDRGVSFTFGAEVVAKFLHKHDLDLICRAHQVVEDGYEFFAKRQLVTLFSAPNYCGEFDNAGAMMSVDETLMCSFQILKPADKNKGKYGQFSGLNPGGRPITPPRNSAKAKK
# Fh CTSL1 inh: counter-screen for PFM18AAP inhibitors: inhibitors of F. hepatica cathepsin L1; recombinant F. hepatica cathepsin L1, Z-Leu-Arg-MCA fluorescence; inhibition, % at 5.96 µM; 300,000 tested, 0.49% active; AID 1906;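 active means inhibition above the mean of all tested compounds plus 3 SD, set per screening campaign, cut at about 17% in these data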;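 further: 0% = plate median of test compound wells and 100% = 1 µM Z-Phe-Ala-diazomethylketone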
# PP5 inh: PP5 (human) phosphatase inhibition; P53041; purified PP5c, OMFP substrate fluorescence; inhibition, % at 6.7 µM; 320,000 tested, 0.18% active; AID 1987;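 active means inhibition above the campaign's mean inhibition across all tested compounds plus 3 SD, cut at about 9.5% in these data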;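 further: 0% = DMSO only and 100% = 100 µM cantharidin control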
# Target sequence (P53041 whole entry, looked up): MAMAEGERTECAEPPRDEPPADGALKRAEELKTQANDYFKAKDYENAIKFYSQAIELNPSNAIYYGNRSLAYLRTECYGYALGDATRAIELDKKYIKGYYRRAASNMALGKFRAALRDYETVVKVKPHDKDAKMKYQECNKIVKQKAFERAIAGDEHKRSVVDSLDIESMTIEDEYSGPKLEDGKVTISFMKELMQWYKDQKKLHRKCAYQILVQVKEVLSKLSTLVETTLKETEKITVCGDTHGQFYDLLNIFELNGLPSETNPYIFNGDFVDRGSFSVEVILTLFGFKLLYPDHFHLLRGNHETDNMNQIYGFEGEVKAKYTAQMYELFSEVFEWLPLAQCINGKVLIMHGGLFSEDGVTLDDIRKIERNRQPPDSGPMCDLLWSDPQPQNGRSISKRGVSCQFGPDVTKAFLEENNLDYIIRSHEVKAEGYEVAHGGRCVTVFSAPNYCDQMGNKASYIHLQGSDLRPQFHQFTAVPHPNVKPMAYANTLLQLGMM
# ZTA counter: counter-screen for EBNA-1 inhibitors: inhibitors of Epstein-Barr virus ZTA; P03206; ZTA-DNA binding, fluorescence polarization; inhibition, % at 11 µM; 320,000 tested, 0.15% active; in the data active means inhibition above about 33%
# Target sequence (P03206 whole entry, looked up): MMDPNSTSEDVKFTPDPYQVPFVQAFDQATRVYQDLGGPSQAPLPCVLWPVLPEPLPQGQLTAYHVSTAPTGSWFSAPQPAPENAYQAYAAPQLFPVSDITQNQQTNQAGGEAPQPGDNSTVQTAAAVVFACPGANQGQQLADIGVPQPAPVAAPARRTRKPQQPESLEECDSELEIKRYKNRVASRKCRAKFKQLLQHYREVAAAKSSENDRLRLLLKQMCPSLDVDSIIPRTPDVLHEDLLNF
# TPT1 inhibitor: C. albicans TPT1 enzyme inhibition. 300,000 tested, 0.81% active. recombinant caTPT1, FP RNA substrate dephosphorylation. inhibition, % at 5 µM;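 active means inhibition above the mean of all tested compounds plus 3 SD, set per screening campaign, cut at about 24% in these data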;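 further: plate controls were DMSO alone for no effect and ferristatin control at 100 nM for full effect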
# Yeast superoxide: caloric restriction mimetics inhibiting age-related superoxide in yeast. S. cerevisiae aged cells, superoxide DHE fluorescence; hits give low values. superoxide response (% of plate mean), % at 10 µM. 330,000 tested, 0.18% active;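 active means superoxide response under a set limit, about three screen SD below normal, cut at about 65% in these data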;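 further: yeast aged for seven days with compound at 30 °C before DHE staining; 100% = average MFI of all compound-treated wells on the plate with controls excluded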
# JMJD2C inh: inhibitors of human GASC-1 (JMJD2C) demethylase | GST-JMJD2C(1-420) H3K9me3 demethylation, DELFIA europium | inhibition, % at 2.35 µM | 330,000 tested, 0.069% active | AID 2099;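 active means more than half of a compound's replicate wells show inhibition beyond 50%, single wells judged on their own value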;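 further: signal counts dimethyl H3K9 product captured on neutravidin plate; 0% = median of DMSO wells and 100% = 0.3 times that DMSO median; strong numbers were not always called active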
# EBNA-1 inhibitor: blocks EBNA-1 binding to DNA | EBNA-1 DNA binding, fluorescence polarization | inhibition, % at 14.8 µM | 300,000 tested, 0.34% active; in the data active means inhibition above about 28%
# core dimer inh: HCV core protein dimerization inhibition. TR-FRET GST/Flag-core106 dimerization, 1536-well. inhibition, % at 5 µM. 300,000 tested, 0.33% active. AID 1899;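 active means inhibition above the mean of all tested compounds plus 3 SD, set per screening campaign, cut at about 45% in these data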
#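 test system = GST/Flag-tagged HCV core106 proteins | probe or stimulus = Eu donor and XL665 acceptor anti-tag antibodies | times = compound-protein-antibody incubation 4 h at 22.5 °C | signal = TR-FRET, excitation 340 nm, emission 617 and 671 nm | measure = percent inhibition of core106 dimerization signal | controls = wells lacking GST-core106 and wells with excess unlabelled core106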
# * marks the source's active call; other numbers are inactive results; x = no result given; & = joins results of further samples.
SMILES,PP1 counter,Fh CTSL1 inh,PP5 inh,ZTA counter,TPT1 inhibitor,Yeast superoxide,JMJD2C inh,EBNA-1 inhibitor,core dimer inh
COc1ccc(OC)c(NC(=O)C(=O)N/N=C/c2ccccc2[N+](=O)[O-])c1,-2,2,-0.7,12,-3,111,26,8,4
C[C@]12CCC[C@H](O1)[C@H]([C@@H](O)c1ccccc1)O2,-6,x,-3.2,3,x,93,-5,x,x
Cc1ccc(CN2CCC(=O)N2)cc1,-2,0,-0.6,-5,-2,98,23,-10,7
COc1ccc(Nc2ncnc3c2cnn3Cc2ccc(C)cc2)cc1,0,-1,2.6,4,-3,83,-1,3,-2
Cc1cc(NC2CCCCC2)nc(N2CCOCC2)n1,1,0,4.0,-8,2,113,-1,-5,-2
COc1cc(NC(=O)C(=O)Nc2ccc3nc4n(c(=O)c3c2)CCCCC4)cc(OC)c1OC,1,6,2.6,14,1,90,7,-5,1
CN(CC(=O)O/N=C(\N)c1ccc([N+](=O)[O-])cc1)S(=O)(=O)c1ccccc1,-2,-35,2.3,-19,-1,91,6,1,2
O=C(C1CCN(S(=O)(=O)N2CCCCC2)CC1)N1CCCCC1,-6,-6,0.0,-6,-1,127,1,-14,1
COc1ccc(C(=S)N2CCN(c3ccccc3Cl)CC2)cc1OC,3,-2,3.4,2,-1,111,16,-8,12
Cc1ccccc1/C=C/c1nc2ccccc2c(=O)n1Cc1ccccc1,4,2,1.5,1,-6,102,-4,0,8
Cc1csc(SCC(=O)Nc2sc3c(c2C#N)CCC3)n1,2,-5,4.4,0,18,102,6,-1,42
NC(=O)CC(NC(=O)Cc1ccc(Cl)cc1)c1ccc(NC2CCCCCCC2)c([N+](=O)[O-])c1 (configuration not stated),4,-1,0.6,-10,-1,99,-3,11,-5
Cc1ccc(NCc2nnc(SCC#N)o2)c(C)c1,-7,-1,1.7,-10,1,106,1,5,-1
CC(=O)C[C@H]1c2ccccc2S(=O)(=O)N1C1CCCC1,10,8,0.5,-17,-1,105,7,-13,-12
COc1ccc(C(=O)NCC(=O)N/N=C(\C)Cc2ccccc2)cc1,4,-1,1.5,-4,0,98,-1,-4,-3
CCCCc1ccc(NC(=O)Nc2cccnc2)cc1,1,0,4.3,-16,-4,109,-106,0,1
O=C1CCCc2ccccc2N1Cc1ccccc1,2,1,-1.5,9,-1,100,-6,0,-3
O=C(Cn1cnc2c(nnn2-c2ccccc2)c1=O)NCc1ccco1,-4,-3,0.5,15,-3,94,-9,0,2
c1ccc2c(c1)nc1sccn12,-5,4,-0.5,3,3,102,-3,0,4
NCCCCCc1nnc(SCC(=O)c2ccc(Cl)cc2)o1,-2,-1,2.1,10,2,109,-7,-3,0
CNC(=O)/C(=C/c1ccc2c(c1)OCO2)NC(=O)c1ccc(Br)cc1,-1,-3,2.1,8,1,101,-7,4,4
COc1ccc(-c2nnc3c4ccccc4c(C)nn23)cc1S(=O)(=O)N1CCN(CCO)CC1,-2,-2,-0.9,15,0,100,-14,7,8
Cc1ccc(NCN2C(=O)C3CC=C(Cl)CC3C2=O)cc1 (configuration not stated),1,3,-0.3,0,-1,91,5,12,-5
O=C(Cn1cnc2ccccc21)N/N=C/c1ccccc1,-9,-1,-4.4,8,1,119,5,-4,5
COc1ccc2[nH]c(C)c(CCN3C(=O)C4CC=CCC4C3=O)c2c1 (configuration not stated),-11,-5,3.0,-5,3,107,-13,3,-5
SMILES,PP1 counter,Fh CTSL1 inh,PP5 inh,ZTA counter,TPT1 inhibitor,Yeast superoxide,JMJD2C inh,EBNA-1 inhibitor,core dimer inh
Cc1ccccc1-n1ncc2c1CC(C)(C)CC2NC(=O)C1=CC(=O)CC(C)(C)O1 (configuration not stated),0,3,1.1,16,0,100,-6,-5,16
COc1ccc2c(C)cc(N3CCCCCC3)nc2c1,-2,0,1.9,-1,-1,104,-13,-1,-3
CCc1ccc(S(=O)(=O)Nc2cc3c(cc2N2CCOCC2)n(C)c(=O)c(=O)n3C)cc1,2,3,4.9,5,0,86,19,-20,-1
COc1ccc(C(=O)NCC(=O)OCC(=O)N2CCc3ccccc32)cc1,-4,-14,-1.5,18,-1,106,4,-2,-2
COc1cc(SC)ccc1C(=O)Nc1nccs1,-1,3,-0.3,-2,5,115,6,8,3
CCOc1ccc2nc(Cl)c(/C=C/C(=O)c3ccco3)cc2c1,1,-1,1.2,-6,0,106,-6,-6,17
COCCNC(=S)NC12CC3CC(CC(C3)C1)C2,-4,-2,-0.7,-1,0,83,11,4,-3
Cc1ccc(NC(=O)Cn2cc(C(=O)C3CC3)c3ccccc32)cc1,0,2,3.0,12,1,100,13,5,-2
Cc1ccccc1C1c2[nH]c3ccccc3c2C[C@H]2C(=O)N(c3ccccc3C(=O)NCCN3CCOCC3)C(=O)N12 (some centres not stated),0,3,6.8,-1,-2,113,-3,-9,0
CN(C)c1cc[n+](CC[n+]2ccc(N(C)C)cc2)cc1,2,-1,1.4,-6,2,99,5,6,-8
O=C(c1ccc2c(c1)OCO2)N(Cc1cccs1)C1(C(=O)NC2CCCCC2)CCCCC1,3,-5,1.2,26,0,80,-10,8,5
Cc1cccc(-c2c(O)cc(=O)[nH]c2Cl)c1,-3,-1,-0.2,-3,0,94,4,-7,1
COCCNC(=O)c1cc(Br)ccc1Cl,-2,-2,1.0,-14,0,96,-2,-2,-1
COC(=O)c1ccc(COc2cccnc2[N+](=O)[O-])cc1,-2,-1,3.0,-6,-3,115,4,-9,-4
Cc1nn(CCCC(=O)Nc2cnn(Cc3ccc(F)cc3)c2)c(C)c1[N+](=O)[O-],-5,-2,0.1,15,0,99,0,9,-1
Cc1c(C(=O)NCc2ccccn2)sc2nc(-c3ccc(F)cc3)cn12,2,-2,1.7,-25,-3,94,1,12,-5
CC(=O)NC(Cc1ccccc1C)C(=O)NC1CCN(c2ncccc2[N+](=O)[O-])CC1 (configuration not stated),-1,2,0.1,-9,-4,91,4,1,-3
COCCC(=O)N1CCCC(C(=O)c2ccc(C(F)(F)F)cc2)C1 (configuration not stated),-3,-4,2.4,7,-3,102,15,3,-5
C/C(=N\O)C(=O)NCCCn1ccnc1,-4,5,2.9,1,-3,99,4,-1,-11
COc1ccccc1-c1nc(-c2ccc(C)nc2OC)no1,0,-1,0.7,9,4,99,-5,8,0
C=CCNC(=S)N/N=C/c1ccc(-c2cc(Cl)ccc2Cl)o1,-2,2,0.4,-8,-8,95,4,0,21
O=C(O)c1ccccc1C(=O)c1ccc(Br)s1,-2,-1,1.1,7,16,94,-15,2,-5
O=C(Cn1[nH]c(=O)c2ccccc2c1=O)OCC(=O)N(Cc1ccccc1)Cc1ccccc1,5,-40,4.1,-22,7,123,-2,2,15
Cn1c(=O)n(CC(=O)O)c(=O)c2c1nc1n2CCS1,-2&-2,-4&-2,0.2&2.4,1&-2,-4&2,84&90,30&-3,9&-4,-2&-10
CCOC(=O)c1c(NC(=O)C2CCN(S(=O)(=O)c3cccs3)CC2)sc(C)c1C,0,-1,4.9,-1,5,97,6,-7,10

# 3 compounds from above, ordered by their value in TPT1 inhibitor, rising:
compound | PP5 inh | TPT1 inhibitor | JMJD2C inh | EBNA-1 inhibitor | core dimer inh
Cc1c(C(=O)NCc2ccccn2)sc2nc(-c3ccc(F)cc3)cn12 | 1.7 | -3 | 1 | 12 | -5
CCOc1ccc2nc(Cl)c(/C=C/C(=O)c3ccco3)cc2c1 | 1.2 | 0 | -6 | -6 | 17
COc1ccccc1-c1nc(-c2ccc(C)nc2OC)no1 | 0.7 | 4 | -5 | 8 | 0

# Remaining list, next part
SMILES,PP1 counter,Fh CTSL1 inh,PP5 inh,ZTA counter,TPT1 inhibitor,Yeast superoxide,JMJD2C inh,EBNA-1 inhibitor,core dimer inh
CC(C)Cn1cnc2c1c(=O)n(CC(=O)NN)c(=O)n2Cc1ccccc1,-1,1,1.3,6,0,109,-19,6,12
CC1S/C(=N/N=C/c2ccco2)N(Cc2ccc(F)cc2)C1=O (configuration not stated),-5,2,1.1,3,1,91,5,2,8
COc1ccc(NC(=O)/C(=C\c2ccncc2)NC(=O)c2ccccc2)cc1,5,-2,-1.9,0,-1,118,-9,7,-2
COc1ccc(N=C2SCC(=O)N2c2ccc(OC)cc2)cc1,-5,7,-2.1,-8,1,96,0,-1,1
CCN(C(=O)CSc1nc(N)cc(=O)[nH]1)c1c(N)n(Cc2ccccc2)c(=O)[nH]c1=O,-4,-3,2.5,3,1,102,10,8,-1
COc1cc(C(=O)N(C)CC2CCN(CCc3cccc(C(F)(F)F)c3)CC2)ccc1C,1,2,4.5,15,2,105,0,7,-1
COc1ccc(OC)c(NS(=O)(=O)c2ccc3c(c2)C(C)(C)C(=O)N3C)c1,-3,-3,-1.3,4,1,99,12,-7,0
O=C(CSc1nnc(Cn2c(=O)sc3ccccc32)n1-c1ccccc1)N1CCOCC1,-5,-2,3.1,-2,1,100,x,0,-9
CC(=O)c1sc(NCc2ccc(C)cc2)nc1C,-3,0,-1.9,-2,-1,94,3,5,6
S=C(Nc1ccc2nc(-c3ccccn3)c(-c3ccccn3)nc2c1)N1CCCCCC1,3,-2,1.9,-4,-4,102,-18,-12,-23
COc1ccc(/C=C(/NC(=O)c2cccs2)C(=O)NCc2ccco2)cc1OC,-9,2,-2.1,9,0,93,3,-5,5
COc1cccc(N2CC(C(=O)Nc3ccc(C(=O)OC(C)C)cc3)CC2=O)c1 (configuration not stated),2,3,3.0,-3,-3,103,-3,8,-6
Cc1ccn2cc(-c3cccc([N+](=O)[O-])c3)nc2c1,4,3,0.8,3,-3,93,x,3,-1
CCOc1ccc(C(=O)Nc2nnc(NC(=S)Nc3ccccc3)s2)cc1,19*,5,1.2,-17,3,91,-3,-3,20
CCCN(CC(=O)Nc1cccc(S(N)(=O)=O)c1)CC(=O)Nc1ccc(F)c(F)c1F,0,-4,2.2,-7,-2,101,-7,-7,0
O=S(=O)(c1ccc(OCC(O)CNC23CC4CC(CC(C4)C2)C3)c(Cl)c1)N1CCOCC1 (configuration not stated),-8,1,3.4,2,-2,100,-14,11,0
CCC(=O)NC(Nc1cccc(C)n1)(C(F)(F)F)C(F)(F)F,-4,-2,1.9,-12,-1,98,3,-4,-2
[N-]=[N+]=CC(=O)CCCN1C(=O)c2ccccc2C1=O,-4,11,3.0,-5,4,102,-6,-12,0
Cc1cccc(C(=O)Nc2ccc(N3CCN(C(=O)c4ccco4)CC3)cc2)c1,2,-1,1.9,-8,-4,104,8,-4,9
Cc1c(-c2ccccc2)oc2c(C(=O)OCC(=O)Nc3cccc(F)c3)cccc2c1=O,5,-1,1.4,-4,1,100,5,7,8
CCN=C1SC(C(=O)NCCc2ccccc2)CC(=O)N1CC (configuration not stated),-2,2,-0.2,-7,-5,93,-28,-2,1
COc1cc(OC)cc(C(=O)Nc2nnc(-c3cccnc3)o2)c1,6,5,-0.3,0,2,98,0,3,-3
COc1cc(/C=C2\SC(=O)N(CC(=O)Nc3cccc(C)c3)C2=O)ccc1OC(C)C(=O)O (configuration not stated),-1,5,0.2,18,2,84,11,-4,1
CCSC1=NCCN1S(=O)(=O)c1ccc(NC(C)=O)cc1,3,3,-0.9,-14,-3,105,-1,-6,-9
COc1cc(NC(=O)CN2C(=O)NC(C)(CC(C)C)C2=O)cc(OC)c1 (configuration not stated),3,-24,1.2,6,4,87,-5,-2,2
O=C(NC1CCCCCC1)c1ccc(S(=O)(=O)NCc2ccco2)cc1,1,-2,0.9,-7,-3,89,9,0,0
O=C(/C=C/c1ccccc1)CC(=O)c1ccccc1O,-3,0,-4.1,7,6,103,0,-3,4

# Compound activity: PubChem, several laboratories
